# HGIII-sPLA2 inh = Inhibits HGIII-sPLA2 liposome hydrolysis, primary screen | Q9NZ20 | QFRET BODIPY PC-A2 liposome hydrolysis, fluorescence | inhibition, % at 12.2 µM | 370,000 compounds, 0.56% hits | AID 743126;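 active = inhibition above mean plus 3 SD of compounds lying within the high and low control bounds, cut at about 19% in these data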;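 also: 0% = median of test compound wells and 100% = no enzyme DMSO wells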
# PLC-beta3 inh = PLC-beta3 (human) inhibition, primary screen | Purified PLC-beta3, fluorogenic substrate, fluorescence | inhibition, % at 12.2 µM | 370,000 compounds, 0.18% hits; in the data active = inhibition above about 11%;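 also: 0% = median of compound wells on plate and 100% = full blocker control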
# ADAM10 inh = ADAM10 inhibition, QFRET primary screen | recombinant ADAM10, EDANS/DABCYL FRET peptide cleavage, 3 h | 370,000 compounds, 0.62% hits | O14672 | inhibition, % at 7 µM;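 active = inhibition above a per-campaign cutoff equal to the mean of compounds falling between control-based bounds plus 3 SD, cut at about 20% in these data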;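 also: 0% = DMSO wells while the 100% control is not disclosed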
# DAX1 inh-1 = inhibitors of human orphan nuclear receptor DAX1 (NR0B1); HEK293 Gal4-DAX1 luciferase reporter, luminescence; inhibition, % at 6.75 µM; 340,000 compounds, 0.99% hits; AID 504766;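 active = inhibition above the mean over all tested compounds plus 3 SD, cut at about 4.2% in these data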;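 also: 0% = DAX1-transfected cells with DMSO and 100% = empty-vector control cells with DMSO; inhibition shows as a rise in luminescence from relieved DAX1 repression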
# DAX1 inh-2 = inhibitors of DAX1 repression of SF-1 activated StAR promoter | HEK293T StAR-luciferase reporter, SF-1/DAX-1 repression relief | inhibition, % at 6.8 µM | 370,000 compounds, 1.1% hits | AID 652010;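 active = inhibition above the mean over all tested compounds plus 3 SD, cut at about 3.6% in these data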;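 also: 0% = DAX-1 cells with DMSO and 100% = cells lacking DAX-1 with DMSO; higher inhibition means more luminescence from relief of DAX-1 repression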
# PLC-gamma1 inh = PLC-gamma1 (human) inhibition, primary screen; P19174; purified PLC-gamma1, fluorogenic substrate, fluorescence; inhibition, % at 12.2 µM; 370,000 compounds, 0.84% hits; AID 720700; in the data active = inhibition above about 9.5%
# Target sequence (P19174 whole entry, looked up): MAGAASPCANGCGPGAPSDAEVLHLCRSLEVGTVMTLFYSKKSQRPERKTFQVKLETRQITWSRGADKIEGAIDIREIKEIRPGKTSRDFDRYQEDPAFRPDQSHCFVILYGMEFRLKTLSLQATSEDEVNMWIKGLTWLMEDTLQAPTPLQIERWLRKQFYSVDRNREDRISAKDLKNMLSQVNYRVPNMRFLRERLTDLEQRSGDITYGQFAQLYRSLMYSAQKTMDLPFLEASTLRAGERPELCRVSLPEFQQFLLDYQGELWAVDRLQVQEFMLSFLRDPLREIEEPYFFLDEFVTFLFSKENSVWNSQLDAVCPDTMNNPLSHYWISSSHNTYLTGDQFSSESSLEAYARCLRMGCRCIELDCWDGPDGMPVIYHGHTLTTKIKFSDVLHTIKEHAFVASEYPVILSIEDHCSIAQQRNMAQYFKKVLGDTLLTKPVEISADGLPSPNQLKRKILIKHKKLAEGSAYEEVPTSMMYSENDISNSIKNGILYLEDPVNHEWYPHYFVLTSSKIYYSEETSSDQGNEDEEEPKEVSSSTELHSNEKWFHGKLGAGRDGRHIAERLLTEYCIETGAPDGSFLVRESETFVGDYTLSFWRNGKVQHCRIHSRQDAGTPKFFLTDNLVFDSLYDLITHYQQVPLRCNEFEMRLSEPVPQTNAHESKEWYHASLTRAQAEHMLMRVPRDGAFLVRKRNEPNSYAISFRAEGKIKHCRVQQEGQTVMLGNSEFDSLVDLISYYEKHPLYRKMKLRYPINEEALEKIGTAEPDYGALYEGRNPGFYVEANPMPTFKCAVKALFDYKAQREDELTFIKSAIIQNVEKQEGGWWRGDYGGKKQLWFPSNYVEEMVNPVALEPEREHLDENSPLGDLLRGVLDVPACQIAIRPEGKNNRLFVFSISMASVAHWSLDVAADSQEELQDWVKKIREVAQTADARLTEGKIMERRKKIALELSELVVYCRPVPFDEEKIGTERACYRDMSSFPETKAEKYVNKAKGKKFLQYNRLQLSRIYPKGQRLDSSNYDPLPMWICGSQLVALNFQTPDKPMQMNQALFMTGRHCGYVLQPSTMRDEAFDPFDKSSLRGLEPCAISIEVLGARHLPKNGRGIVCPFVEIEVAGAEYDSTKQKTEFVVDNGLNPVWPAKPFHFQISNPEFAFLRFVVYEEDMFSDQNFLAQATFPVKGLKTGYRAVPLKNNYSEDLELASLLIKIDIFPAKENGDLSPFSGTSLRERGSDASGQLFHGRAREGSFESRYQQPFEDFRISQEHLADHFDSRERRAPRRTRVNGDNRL
# hgDAF-12 ag = hgDAF-12 agonism, primary luciferase screen | HEK293 GAL4-hgDAF12 UAS-luciferase reporter, agonist luminescence; normalized to butyrate control | activation, % at 6.8 µM | 370,000 compounds, 1.8% hits | AID 687014;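 active = activation above a cutoff set at the mean of all screened compounds plus 3 SD, cut at about 10% in these data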;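 also: 0% = DMSO wells and 100% = sodium butyrate wells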
# hcDAF12 agonist = activates DAF-12 receptor from parasite H. contortus | HEK293 hcDAF-12 lit1-tk-luc reporter, luminescence; 0% DMSO, 100% Δ7-dafachronic acid | activation, % at 6.8 µM | 370,000 compounds, 1.4% hits | AID 652067;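 active = activation above the mean of all tested compounds plus 3 SD, cut at about 5.5% in these data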;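 also: 100% = response to 3 µM Δ7-dafachronic acid high control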
# ADAM17 inh = inhibits human ADAM17; AID 720648; 370,000 compounds, 0.83% hits; recombinant ADAM17, EDANS/DABCYL FRET peptide cleavage; inhibition, % at 6.95 µM; P78536;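 active = inhibition above the mean of compounds lying between control limits plus 3 SD, set per campaign, cut at about 8.5% in these data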;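 also: 0% = DMSO-only wells as the low control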
# FXN GAA850 act = frataxin GAA850 promoter activation | HEK293 lucGAA850 FXN promoter luciferase reporter, 24 h; percent of 10 µM SAHA response | activation, % at 6 µM | 360,000 compounds, 0.56% hits;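 active = activation above the average of all compounds screened plus 3 SD, cutoff fixed separately per campaign, cut at about 7.5% in these data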;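 also: 0% = DMSO wells and 100% = 10 µM SAHA wells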
# ssDAF-12 act = activators of S. stercoralis DAF-12 nuclear receptor; HEK293 ssDAF-12/GRIP1 lit1-tk-luc reporter, luminescence; % of 3 µM dafachronic acid response; activation, % at 6.8 µM; 370,000 compounds, 1% hits; AID 652126;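 active = activation above the mean over all tested compounds plus 3 SD, cut at about 0.9% in these data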;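 also: 0% = DMSO-only wells and 100% = 3 µM delta7-dafachronic acid wells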
# Numbers without * were called inactive; nt = no result given.
item	SMILES	HGIII-sPLA2 inh	PLC-beta3 inh	ADAM10 inh	DAX1 inh-1	DAX1 inh-2	PLC-gamma1 inh	hgDAF-12 ag	hcDAF12 agonist	ADAM17 inh	FXN GAA850 act	ssDAF-12 act
1	CCCCCN(C(=O)CCC(=O)OCc1cccc(Cl)c1)c1c(N)n(CCCC)c(=O)[nH]c1=O	-8	-4	-1	-0.4	-0.1	1	-0.7	-1.1	0	0.7	-1.1
2	CS(=O)(=O)Nc1ccc2c3c(cccc13)CC2	5	-10	-38	1.2	-0.1	1	-4.0	-1.3	-16	-0.6	-0.8
3	CC[C@@H](C)[C@@H]1CN([C@@H](C)CN2CCC[C@H]2CN2C(N)=NC[C@H]2CC(C)C)C(=N)N1CCCC1CCCC1	12	2	-8	-0.4	1.1	3	2.2	-1.4	-6	1.4	-1.2
4	CCCC(=O)NC(=S)N1CCN(c2ccc([N+](=O)[O-])cc2)CC1	6	-2	4	0.0	-0.6	4	-1.6	-1.3	4	2.6	-0.8
5	Cc1ccc(-c2noc(CN(C)C(=O)Nc3ccc(F)cc3)n2)cc1	-4	-2	1	-0.7	-0.5	-3	-2.5	-1.6	0	0.1	-2.1
6	CCOC(=O)c1cnc2c(C)cc(C)cc2c1NCCCN1CCOCC1	-1	-9	-22	2.1	-0.6	-4	0.8	1.2	-7	-1.0	-0.2
7	O=C1CN2NC(=S)N(c3ccc(Cl)cc3)C2=CN1c1ccc(Cl)cc1	1	2	6	-0.1	-0.3	3	-2.5	-0.9	3	-0.3	-1.3
8	COc1ccc(C(=O)NCc2nnc(SCC(=O)Nc3cc(OC)ccc3OC)o2)cc1	-2	-2	-1	-0.5	-0.9	3	2.9	1.3	3	2.0	-1.4
9	CCCn1c(NCc2cccc(OC)c2OC)nc2ccccc21	1	-1	-1	1.1	-0.4	0	-0.6	-0.3	-1	1.7	-1.2
10	Cc1ccccc1C(=O)N/N=C/c1ccc(OCC(=O)N2CCCCC2)cc1	-1	2	-6	2.1	0.0	1	0.5	-0.1	-1	0.6	-0.9
11	Cn1c(SCC(=O)Nc2ccc3c(c2)CCC3)nnc1C1CC1	2	-4	-2	1.5	-0.6	-1	1.0	-2.0	-5	-0.9	-1.4
12	Cc1ccc(NC(=O)CN2CCC(NC(=O)c3cccc(F)c3)CC2)cc1C	-5	-4	-2	4.1	-0.2	1	-2.3	-1.1	-3	-0.6	-1.5
13	C=CCn1c(NCc2cc(Cl)ccc2O)nc2ccccc21	-12	-5	9	-0.3	-0.1	3	1.2	-1.2	1	-0.6	-1.3
14	O=C(Nc1ccc(-n2cnnn2)cc1)C1CCCCC1	-1	-1	-1	1.5	0.2	-2	1.3	-0.2	-1	1.4	-0.9
15	O=C1c2cccnc2C(=O)N1Cc1ccc(S(=O)(=O)N2CCN(c3ccccc3)CC2)cc1	-2	-4	-1	-0.6	0.0	3	-0.3	0.1	-2	2.8	-1.0
16	CCOc1ccc(-c2noc(CCC(=O)NC3CCCCC3)n2)cc1OC	10	-6	4	-0.7	-0.2	-2	-0.8	-1.1	-10	1.4	-0.6
17	Cc1ccc(-c2nnc(NC(=O)CCS(=O)(=O)c3ccc(F)cc3)o2)c(C)c1	2	-5	-2	0.4	0.3	1	2.0	0.3	-2	0.9	-0.4
18	CCC1=C/C(=C/c2sc3ccccc3[n+]2CC)CC(C)(C)C1	4	-6	-6	nt	-0.6	-11	-2.6	-1.2	0	nt	-1.8
19	COCCN(C(=O)/C=C/c1ccccc1)c1c(N)n(Cc2ccccc2)c(=O)[nH]c1=O	-3	-2	-5	2.0	-0.7	0	2.7	0.1	3	1.6	-1.6
20	CC(C)NC(=O)NC(=O)COC(=O)Cc1c(F)cccc1Cl	3	3	-10	0.0	-0.3	0	1.0	-1.2	-6	1.4	-1.0
21	CCn1nc(C)c(Br)c1C(=O)Sc1ccccc1Cl	6	2	-3	1.1	-0.1	-3	2.8	0.7	-8	1.9	-1.6
22	CSC1CCCCC1(O)CSc1nc2c(cc1C#N)CCCC2 (configuration not stated)	0	-1	-1	-1.4	-0.1	2	-0.3	-2.3	2	-2.5	-0.8
23	COc1cc2c(cc1OC)[C@H](C)N(C(=O)COc1ccccc1)CC2	-4	-1	-3	-0.1	-0.6	2	-5.3	-1.4	0	-0.3	-1.3
24	CC(=O)C1=C(O)C(=O)N(c2cccc(Br)c2)C1c1ccccc1Cl (configuration not stated)	-7	-18	-18	1.4	0.1	-8	0.3	0.3	-7	3.0	-0.5
25	COc1ccc(C(CNc2ccc(S(C)(=O)=O)cc2[N+](=O)[O-])N(C)C)cc1OC (configuration not stated)	-5	-4	-7	2.4	0.3	0	0.9	-2.2	-2	-2.5	-1.1
26	Cc1cccc(C)c1NC(=O)Cn1c(=O)c2cccn2c2ccccc21	0	-6	-6	-0.2	-0.2	-2	3.0	-0.6	0	0.7	-0.7
27	Cc1ccccc1CC(=O)NC1CCN(C)CC1	0	-4	-3	0.3	0.1	1	2.1	0.0	-2	1.3	-0.9
28	NC(N)=N/N=C/c1ccccc1OC(F)F	2	-3	0	-0.8	0.2	1	-0.7	0.3	-2	-0.1	-1.8
29	CCOc1ncccc1C(=O)OCC(=O)Nc1cc(C(C)(C)C)ccc1OC	1	-5	-16	0.8	0.9	4	-0.6	2.3	0	2.0	-1.8
30	Cc1ccc(-c2nn(CC(=O)NCCN3CCOCC3)c(=O)c3ccccc23)cc1	-10	1	3	0.2	-0.1	1	-0.3	0.1	-1	2.1	-0.6
31	O=C(N/N=C\c1ccc(Sc2ccccn2)o1)c1cccc(Br)c1	-18	-95	-16	1.8	-0.9	-79	0.5	-3.1	0	-3.3	-1.4
32	O=Cc1ccc(F)c([B-](F)(F)F)c1	1	0	2	0.4	-1.8	2	-1.6	-0.6	2	1.0	-0.8
33	CC1CCCC(NC(=O)c2ccc3c(c2)NC(=O)CS3)C1C (configuration not stated)	6	-1	10	-0.2	-0.2	2	0.2	-1.7	3	1.5	-1.1
34	Cc1occc1CNc1ncnc2ccc(-c3ccc4c(c3)OCO4)cc12	-12	-124	-120	nt	nt	-83	0.0	1.6	-51	nt	-0.6
35	O=C1C=C(NC(=O)Nc2ccc(Cl)c(Cl)c2)CCC1	-1	-4	3	-0.6	-0.5	-2	0.7	-0.7	-3	-0.1	-0.5
36	Cc1ccc(C)c(N2CCN(C(=O)CCc3nc(-c4ccc(Cl)cc4)no3)CC2)c1	-3	3	-11	-0.3	0.4	1	3.9	-1.8	-2	-0.3	-0.9
37	CCCNC(=O)C1CN(S(=O)(=O)c2ccc(C)cc2)c2ccccc2O1 (configuration not stated)	-3	2	-3	-1.6	0.0	3	0.0	-2.1	-2	-0.5	-1.0
38	COc1cccc(CN(C)C(=O)Nc2cccc(C(F)(F)F)c2)c1OC	-4	7	5	2.5	-0.5	5	2.1	-3.0	0	-2.5	-1.6
39	O=C1c2nccnc2C(=O)N1c1ccc(F)cc1	-1	2	3	0.5	-0.3	-1	-0.1	-0.5	-3	-1.7	-1.5
40	COc1ccc(CNC(=O)C2CC(c3ccc(C(F)(F)F)cc3)=NO2)cc1 (configuration not stated)	-1	-1	-4	2.4	0.5	0	-0.8	-1.1	-3	2.6	-0.8
41	CC12COC3(C(=O)Nc4nccs4)CC1CCC32C (configuration not stated)	0	1	-17	-0.8	-0.4	1	1.4	-1.7	-2	-0.4	-1.1
42	COC(=O)c1ccc(OC(=O)CCc2cc(OC)c(OC)c(OC)c2)cc1	-2	-9	-7	0.1	-0.3	0	-2.5	-1.2	-7	0.7	-1.0
43	CCCC(c1nnnn1CC(=O)OCC)N(Cc1cc2c(C)cc(C)cc2[nH]c1=O)C1CCCC1 (configuration not stated)	1	-12	2	-0.4	1.1	-4	0.3	-0.4	-3	0.3	-1.0
44	COc1ccccc1-c1c(C#N)c(N)nc2c1CCC2	5	-40	-158	-0.7	0.8	-31	-1.5	0.7	-65	1.5	-1.2
45	O=C(NCC(c1ccco1)N1CCCC1)c1ccc(Cl)c(S(=O)(=O)N2CCc3ccccc32)c1 (configuration not stated)	-21	-12	7	-2.8	-5.4	-1	-4.9	-4.7	3	-3.6	-2.3
46	CCOCCOC(=O)C(C)Sc1n[nH]c(=O)[nH]c1=O (configuration not stated)	-2	-2	-12	0.2	1.4	0	-2.9	0.1	-5	3.9	-1.1
47	CCN1C(=O)C2(C(C(=O)c3ccc(C)o3)=C(O)C(=O)N2CCCN(C)C)c2ccccc21 (configuration not stated)	3	-9	5	nt	0.0	0	-0.5	0.0	-5	1.2	-0.8
48	CCn1c(CSc2nc3ccccc3s2)nnc1SCC(=O)c1ccc2c(c1)OCCO2	-37	0	8	0.1	0.2	-1	-0.1	-0.1	6	0.3	-1.5
49	Cc1nn(CC(=O)Nc2nnc(CC(=O)N3CCCC3)s2)c(=O)c2ccccc12	11	-1	-14	1.9	0.7	0	-0.5	-1.7	-2	2.3	-0.6
50	CC(=O)Nc1ccccc1-c1nc2ccc(C(=O)N3CCN(c4cccc(C)c4)C(C)C3)cc2[nH]c1=O (configuration not stated)	-23	-9	-21	-0.9	-1.1	-8	-1.5	-3.2	-4	-1.8	-1.5
51	COc1ccc(OC)c(S(=O)(=O)CC(=O)c2cc3ccccc3oc2=O)c1	-8	-12	-8	nt	1.6	-6	-1.9	2.1	-2	nt	-1.4
52	CCCCN(C)CCCNC(=O)C1(O)c2ccccc2NC(=O)N1c1ccc(Cl)cc1 (configuration not stated)	0	4	-1	2.5	0.6	12*	0.9	1.3	5	-1.6	-1.0
53	CC(=O)Nc1ccc(Nc2c([N+](=O)[O-])c(=O)n(-c3ccccc3)c3ccccc23)cc1	1	0	5	-1.0	-1.0	-1	-1.4	-1.5	-4	1.3	-1.5
54	COc1cc(C2C(C(=O)c3ccc(C)o3)=C(O)C(=O)N2c2cc(C)on2)ccc1OCc1ccccc1 (configuration not stated)	2	-13	2	0.9	-0.4	-3	-0.5	-1.7	0	1.6	-0.9
55	Cc1ccc(-c2nc(CN(C)C3CCOCC3)c(C)o2)s1	-1	-10	-33	1.9	-0.6	-9	0.2	-0.5	-12	1.0	0.4
56	CCOC(=O)CNC(=O)c1cc(OC)cc(OC)c1	-1	0	-1	-0.3	0.7	0	-1.6	-1.2	1	-1.1	-1.1
57	COc1cc(C=C(C(C)=O)C(C)=O)ccc1O	2	2	0	0.0	-0.8	-1	-0.3	-0.2	-3	1.1	-1.3
58	CCS(=O)(=O)N1CCC(C(=O)Nc2cc(Cl)ccc2O)CC1	-29	0	-5	-0.8	-0.4	1	-0.8	-1.1	-5	0.3	-1.2
